From PubChem
CF NFkB block = cystic fibrosis NF-kB activation inhibition. KKLEB NF-kB-GFP reporter, PAF-induced, GFP fluorescence overnight. inhibition, % at 5 µM. 0.86% of 360,000 active;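 active = at least 50% inhibition at 5 µM, scaled per plate between neutral and stimulator controls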;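 note: PAF is a Pseudomonas aeruginosa culture filtrate used as stimulus; plate controls were PAF-stimulated DMSO wells for no effect and unstimulated DMSO wells for full effect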
EBV LMP1 NFkB = Epstein-Barr LMP1 NF-kappaB reporter inhibition. 0.69% of 350,000 active. inhibition, % at 12.5 µM. LMP1-induced NF-kappaB luciferase reporter cells, luminescence. AID 504558; in the data active = inhibition above about 41%;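 note: 0% = neutral control wells and 100% = reference inhibitor control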
SRC3 inh = inhibits human SRC3 coactivator; Q9Y6Q9; HEK293 GAL4-SRC3 luciferase reporter, luminescence; inhibition, % at 3.6 µM; 0.17% of 360,000 active; AID 588352;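 active = inhibition above a per-campaign cutoff, the mean of all compounds plus 3 SD, cut at about 60% in these data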;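 note: 0% = DMSO-treated cells and 100% = gossypol-treated cells at 36 µM; higher means less SRC3-driven luciferase light from the GAL4 reporter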
C8 TRAIL sens = caspase-8 TRAIL sensitization. NB7+C8 cells + TRAIL, ATPlite viability luminescence. inhibition (viability loss, TRAIL sensitization), % at 10 µM. 1% of 360,000 active. AID 624354;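 active = compounds causing at least 50% loss of cell viability in the single-dose screen, relative to plate controls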
SRC1 inh = human NCOA1 inhibition; HEK293 GAL4-SRC1 luciferase reporter, luminescence; 0.12% of 360,000 active; inhibition, % at 3.6 µM;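 active = inhibition above the campaign mean plus 3 SD, with each screening campaign given its own cutoff, cut at about 60% in these data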;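 note: 0% = DMSO treated cells and 100% = gossypol at 36 µM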
KKLEB tox = counter-screen for CF NF-kB inhibitors: cytotoxicity. KKLEB CF airway cells viability, ATPlite luminescence, overnight; hits give low values; cells stimulated with P. aeruginosa culture filtrate. activity change (cytotoxicity), % at 5 µM. 0.36% of 360,000 active;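 active = corrected activity change at or below -50% at 5 µM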
TWEAK Fn14 block = TWEAK-Fn14 signaling inhibition | inhibition, % at 10 µM | 2% of 360,000 active | TWEAK-stimulated Fn14 reporter cells, luciferase luminescence, 8 h | AID 1159606; in the data active = inhibition above about 50%
TROY NFkB inh = TROY signaling inhibition | Q293 LMP1-TROYcd NF-kB luciferase reporter, 4 h | inhibition, % at 10 µM | 0.98% of 360,000 active;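 active = compounds whose plate-normalised and pattern-corrected inhibition of the luciferase reporter signal at the single screening dose is 50% or more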
SRC2 inh = human SRC2 (NCOA2) inhibition; HEK293 GAL4-SRC2 luciferase reporter, luminescence; inhibition, % at 9 µM; 0.17% of 370,000 active;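 active = inhibition above the mean inhibition of all tested compounds plus 3 SD, set per campaign, cut at about 52% in these data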;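 note: 0% = DMSO treated cells and 100% = cells given Gossypol at 36 µM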
LRH-1 inv ag = inverse agonists of human LRH-1 (NR5A2); HEK293T StAR-luciferase reporter, LRH-1 transfected, 24 h; inhibition, % at 3.6 µM; 0.13% of 360,000 active; AID 602396; O00482;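 active = inhibition above the mean inhibition of all tested compounds plus 3 SD, cut at about 73% in these data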;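 note: 0% = DMSO wells and 100% = reporter-only cells lacking LRH-1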
Target sequence (O00482 whole entry, looked up): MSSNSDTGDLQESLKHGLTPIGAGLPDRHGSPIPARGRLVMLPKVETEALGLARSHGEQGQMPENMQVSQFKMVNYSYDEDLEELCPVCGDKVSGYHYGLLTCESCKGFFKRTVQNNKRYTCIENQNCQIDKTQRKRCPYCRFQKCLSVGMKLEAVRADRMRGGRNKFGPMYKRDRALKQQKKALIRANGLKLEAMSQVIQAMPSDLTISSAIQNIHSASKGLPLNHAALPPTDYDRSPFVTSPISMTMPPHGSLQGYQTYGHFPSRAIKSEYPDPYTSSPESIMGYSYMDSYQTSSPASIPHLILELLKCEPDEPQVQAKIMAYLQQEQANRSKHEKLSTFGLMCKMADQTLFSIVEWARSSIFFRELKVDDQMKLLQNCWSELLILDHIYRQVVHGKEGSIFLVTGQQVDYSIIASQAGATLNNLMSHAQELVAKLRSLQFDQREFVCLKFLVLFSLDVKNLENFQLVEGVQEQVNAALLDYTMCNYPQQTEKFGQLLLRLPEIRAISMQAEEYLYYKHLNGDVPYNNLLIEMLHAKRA
NR2F2 inh = blocks human COUP-TFII nuclear receptor | P24468 | HEK293T NGFI-A luciferase reporter, luminescence | inhibition, % at 8.6 µM | 0.7% of 370,000 active;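 active = inhibition above a per-plate cutoff, mean inhibition of test wells between control levels plus 3 SD, cut at about 38% in these data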;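 note: cells cotransfected with COUP-TFII expression vector driving the NGFI-A reporter; 0% = median of COUP-TF2 test wells and 100% = reporter-only cells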
Target sequence (P24468 whole entry, looked up): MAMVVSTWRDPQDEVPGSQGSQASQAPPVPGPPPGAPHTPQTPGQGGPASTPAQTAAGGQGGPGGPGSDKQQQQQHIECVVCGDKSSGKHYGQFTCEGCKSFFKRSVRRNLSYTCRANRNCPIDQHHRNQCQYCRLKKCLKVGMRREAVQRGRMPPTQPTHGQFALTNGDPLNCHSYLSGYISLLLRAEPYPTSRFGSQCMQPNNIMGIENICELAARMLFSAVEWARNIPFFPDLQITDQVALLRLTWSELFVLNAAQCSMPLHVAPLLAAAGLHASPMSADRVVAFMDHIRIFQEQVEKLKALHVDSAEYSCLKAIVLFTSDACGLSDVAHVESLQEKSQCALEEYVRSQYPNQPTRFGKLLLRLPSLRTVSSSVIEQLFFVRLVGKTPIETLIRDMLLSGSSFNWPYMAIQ
An asterisk follows results filed as active; / = not tested or not shown.

SMILES	CF NFkB block	EBV LMP1 NFkB	SRC3 inh	C8 TRAIL sens	SRC1 inh	KKLEB tox	TWEAK Fn14 block	TROY NFkB inh	SRC2 inh	LRH-1 inv ag	NR2F2 inh
O=C(C[C@H]1C(=O)N(c2ccc(F)c(F)c2)C[C@@H]1Cc1ccccc1)Nc1ccccc1	6	-1	-9	8	2	-9	12	-1	-14	-1	2
CCc1cc[n+](/C(C(=S)Nc2cccc(C)c2)=C(/[O-])c2ccc(C)c([N+](=O)[O-])c2)cc1	8	3	-6	2	-3	-3	-40	-40	9	-14	13
CCCCC(=O)N(C)c1c(CC)nc2c(OCCOc3ccccc3)cccn12	14	/	15	-15	-23	-6	-11	6	4	-11	15
O=C(O)c1cc(S(=O)(=O)N2CCCCCC2)c(Cl)cc1Cl	8	6	9	6	-3	6	-2	0	-10	7	-5
CN(C)C(=S)Nn1c(-c2ccccc2)nc2ccccc2c1=O	6	7	20	0	18	-6	-7	15	10	2	-7
CCCn1c(CN2CCN(C(=O)OCC)CC2)nc2cc(NC(=O)CC)ccc21	-13	-29	-9	15	-11	-7	15	8	12	21	7
O=C(Nc1cnn(Cc2ccc(F)cc2)c1)c1cc(-c2ccco2)on1	17	13	18	-46	-9	-2	-36	-9	-4	7	16
Cc1ccc2oc(=O)c3cc(C(=O)NCCCN4CC(C)CC(C)C4)sc3c2c1 (configuration not stated)	-20	5	15	10	-24	6	-40	-63	5	-9	9
CCS(=O)(=O)N1CCN(C(=O)c2ccco2)CC1	-8	-6	-5	-14	-31	-1	7	-15	-3	12	9
CCOC(=O)N1CCC(NC(=O)CS(=O)Cc2nc(-c3ccccc3C)oc2C)CC1 (configuration not stated)	21	30	19	9	0	7	11	0	18	20	18
CC(C)(C)C(=O)Cn1ncc(NC2CC2)c(Br)c1=O	3	4	13	-11	8	-1	-15	-24	-26	0	-12
COc1cc(C)c(C(=O)Oc2cc(C)c(C(=O)O)c(O)c2C)c(OC)c1C	-23	-4	-8	-12	0	8	-3	-6	-8	34	11
CCOC(=O)C(C)/C(C)=N/NC(=O)c1cc2ccccc2cc1O (configuration not stated)	0	-12	-2	7	-19	7	3	-62	-16	-29	-3
O=C(Nc1nnc(COc2ccc(Cl)cc2)s1)c1cccs1	15	-3	16	6	-21	0	-17	17	-29	5	-13
Cn1ccnc1SCc1cn2ccccc2n1	-4	-11	-80	-6	-96	-22	-4	20	-28	-95	-26
COc1ccc(S(=O)(=O)N2CCCCCC2)cc1C(=O)OCC(=O)NC(N)=O	0	-2	0	-12	1	2	-8	3	-18	7	-13
CCNc1cc2oc(=O)c(CN3CCOCC3)c(C)c2cc1C	8	0	4	10	-6	-24	-10	-1	12	-2	1
CC1(OCON)CCCc2ccccc21 (configuration not stated)	11	-3	9	-8	-12	-10	-5	5	-23	-13	14
O=S(=O)(c1cc(C(F)(F)F)ccc1Cl)N1CCN(c2ccccn2)CC1	2	-10	16	-29	-12	1	-29	3	-16	-6	-22
Cc1cc(-c2ccco2)n(CC(=O)NCc2ccco2)n1	9	-4	4	-5	-4	-1	21	3	-14	12	-7

The closing four compounds of the part above come first, to join the parts.
SMILES	CF NFkB block	EBV LMP1 NFkB	SRC3 inh	C8 TRAIL sens	SRC1 inh	KKLEB tox	TWEAK Fn14 block	TROY NFkB inh	SRC2 inh	LRH-1 inv ag	NR2F2 inh
CCNc1cc2oc(=O)c(CN3CCOCC3)c(C)c2cc1C	8	0	4	10	-6	-24	-10	-1	12	-2	1
CC1(OCON)CCCc2ccccc21 (configuration not stated)	11	-3	9	-8	-12	-10	-5	5	-23	-13	14
O=S(=O)(c1cc(C(F)(F)F)ccc1Cl)N1CCN(c2ccccn2)CC1	2	-10	16	-29	-12	1	-29	3	-16	-6	-22
Cc1cc(-c2ccco2)n(CC(=O)NCc2ccco2)n1	9	-4	4	-5	-4	-1	21	3	-14	12	-7
O=C(Nc1ccc(S(=O)(=O)NCC2CCCO2)cc1)c1ccc(Cl)cc1[N+](=O)[O-] (configuration not stated)	1	-5	6	4	2	7	26	-5	-36	10	-6
CCCOc1ccc(C(=O)Nc2nc(C)c(Cc3ccc4c(c3)OCO4)s2)cc1	10	-12	-4	2	-8	-32	9	-16	-29	7	-13
COc1ccc(C(C(=O)OC(C)CN(C)C)c2ccccc2)cc1 (configuration not stated)	-9	-1	5	10	-4	6	-5	0	-10	-4	15
CCN(CC)CCN1C(=O)C(=O)/C(=C(/O)c2ccccc2)C1c1ccccc1F (configuration not stated)	1	-1	3	15	4	11	4	-15	-6	19	3
Cc1cccn2c(=O)c3cc(C(=O)N(C)C)n(C)c3nc12	-8	1	-10	-6	-8	-7	-9	-34	-53	-30	-32
CC(=O)c1ccc(N2CCN(C(=S)Nc3ccccc3)CC2)cc1	-2	-2	-7	-17	-14	6	7	-1	-31	5	-6
CC(=O)C1=C(O)C(=O)N(c2ccc(O)cc2)C1c1ccc(C)cc1 (configuration not stated)	-8	4	-3	-8	18	1	-15	-1	5	-4	-10
CCCCc1ccc(CC(=O)O)cc1	12	-3	-2	-1	0	-4	10	12	7	8	7
Cc1nc(C(C)NC(=O)CCc2nnc(Cc3c[nH]c4ccccc34)o2)cs1 (configuration not stated)	-1	2	10	-7	0	2	7	-18	-24	0	-4
Cc1ccc(N2C(=O)Nc3ccc(Br)cc3C2(O)C(=O)NCCN(C)C)cc1C (configuration not stated)	1	4	-5	-1	-1	15	14	13	-24	10	6
O=C(CN1CCN(Cc2ccccc2)CC1)Nc1cccc(S(=O)(=O)N2CCCCCC2)c1	-4	3	5	9	11	2	21	13	5	12	20
CCOc1ccccc1-n1c(COc2ccc(C)cc2)nnc1SCC(N)=O	-6	-1	-9	1	0	5	12	7	4	-8	16
CCCCNC(=S)NNC(=O)CCn1cc(C)cn1	-21	1	17	-5	9	-9	-2	-11	-8	-3	10
CCCNC(=S)N1CCC(C(=O)c2ccc(Cl)cc2)CC1	17	5	13	4	-2	-18	-5	0	2	-7	12
Cc1cccnc1NC(=O)c1cccc(S(=O)(=O)N2CCCc3ccccc32)c1	3	-15	6	-7	15	-14	27	12	2	10	-14
COc1ccc(/C=C/C(=O)Nc2cc(C)nn2-c2nc3ccccc3n2Cc2cccc([N+](=O)[O-])c2)cc1	7	2	8	11	-23	-23	-1	-35	0	12	-4
COC(=O)c1ccc(NC(=S)NC2CCCCC2C)cc1 (configuration not stated)	-13	-5	-6	12	-15	8	-14	-35	-11	-56	-22
O=C(COC(=O)Cc1ccccc1F)NCc1ccccc1Cl	3	-1	6	-8	-1	-7	0	-13	-12	-10	7
CCCN(CCC)CCCNC(=O)c1cc2c(=O)[nH]c3ccccc3c2s1	-20	-6	-16	25	12	-4	-19	-2	-31	-6	-16
COc1ccc(NC(=O)CN2c3cccc4cccc(c34)S2(=O)=O)c(OC)c1	4	-3	-9	1	1	-6	-19	-30	23	31	3
Cc1ccsc1C(=O)NNC(=S)NCC(C)C	16	6	-33	0	-20	-10	-12	1	-25	6	4
O=C(O)c1cc(Cl)ccc1NC(=O)C1CCCO1 (configuration not stated)	-11	0	13	6	-28	4	6	12	-18	12	0
Cn1c(=O)cc(OCC(=O)NCc2cccnc2)c2ccccc21	5	-2	-10	-12	4	17	4	8	-8	2	-9
Cn1c(NCc2cccnc2)nc2cc(-c3cccc(C(F)(F)F)c3)sc2c1=O	6	/	3	5	13	-15	4	-2	-30	1	1
Cn1cc(C(=O)NC2C3CC4CC(C3)CC2C4)cn1 (configuration not stated)	-10	0	13	25	3	1	0	-21	-2	-22	3
Cc1ccnc(NC(=O)C2CCCN(S(=O)(=O)c3cnc[nH]3)C2)c1 (configuration not stated)	11	5	-1	11	11	12	6	5	3	-20	-17
CCC1=C(C(=O)OC)C(c2cc(OC)ccc2OC)C(C#N)=C(N)O1 (configuration not stated)	20	1	12	-25	6	6	15	13	-6	-13	-4
CCCCN1C(=O)CCC(C(=O)O)C1c1ccccc1 (configuration not stated)	5	2	10	-18	6	-14	2	-4	16	3	-13
CCCC(=O)Nc1ccc(Oc2ccc(NC(=O)CCC)cc2)cc1	0	3	11	12	3	2	-21	5	10	6	16
Cc1ccc2sc(N(CCCN(C)C)C(=O)c3ccc(S(=O)(=O)N(C)Cc4ccccc4)cc3)nc2c1C	29	-10	-31	69*	-14	-33	-11	18	-5	-16	-11
COc1cc(C2C(C(=O)Nc3ccc(F)cc3)=C(C)Nc3nc(CCCO)nn32)cc(OC)c1OC (configuration not stated)	24	-10	-21	6	14	-22	-9	18	22	-8	4
Nc1ccc2c(c1)Oc1ccccc1C=C2	-16	-5	-1	9	-3	-5	9	-10	-16	1	0
COc1ccc(C(=O)Nc2nnc(-c3ccc(F)cc3)s2)c(OC)c1	2	9	-12	23	-14	-13	1	-24	1	-10	-6

In the list so far, two contain bromine.
SMILES	CF NFkB block	EBV LMP1 NFkB	SRC3 inh	C8 TRAIL sens	SRC1 inh	KKLEB tox	TWEAK Fn14 block	TROY NFkB inh	SRC2 inh	LRH-1 inv ag	NR2F2 inh
CC(C)(C)C(=O)Cn1ncc(NC2CC2)c(Br)c1=O	3	4	13	-11	8	-1	-15	-24	-26	0	-12
Cc1ccc(N2C(=O)Nc3ccc(Br)cc3C2(O)C(=O)NCCN(C)C)cc1C (configuration not stated)	1	4	-5	-1	-1	15	14	13	-24	10	6
